Furin inhibitor – blocks human furin protease activity. purified furin, fluorogenic substrate cleavage. actives 0.061% (n = 220,000). AID 463115. inhibition, % at 30 µM. P09958; in the data active = inhibition above about 25%; note: inactives centre near -15
FXIa inh – factor XIa (human) inhibition. P03951. purified FXIa, Boc-Glu-Ala-Arg-AMC fluorogenic substrate. inhibition, % at 5 µM. actives 0.14% (n = 220,000);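 active = inhibition of at least 40%; inactive = inhibition below 40%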;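 note: fluorescence of freed AMC excited at 355 nm; 0% = enzyme without compound and 100% = no enzyme blank; many of its hits are not listed in these tables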
m-calpain inh – inhibitors of pig calpain II; purified calpain II, fluorogenic peptide substrate, 30 min; inhibition, % at 16 µM; actives 0.37% (n = 220,000); AID 1236;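 active = inhibition above about 50%, limit read from the data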
thrombin 1536 – blocks human thrombin protease activity | alpha-thrombin, Boc-VPR-AMC fluorogenic substrate cleavage | P00734 | inhibition, % at 5 µM | actives 0.26% (n = 220,000) | AID 1046;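 active = inhibition at or above 40%; inactive = inhibition below 40%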;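 note: 0% = enzyme with no compound and 100% = wells without enzyme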
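Material: human alpha-thrombin enzyme / Medium: pH 7.5 Tris (50 mM) with NaCl 150 mM, Tween 20 0.05% / Compound: single-point dosing at 5 µM, 0.2% DMSO / Incubation: enzyme reaction carried out at room temperature / Detection: AMC fluorescence, 355/460 nm / Read-out basis: percent inhibition scaled between no-compound controls and no-enzyme blanks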
KLK5 inh – inhibitors of human kallikrein 5 | recombinant hK5, fluorogenic AMC substrate cleavage | inhibition, % at 5 µM | actives 0.59% (n = 210,000);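 active = inhibition of 40% or more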;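 note: 0% = enzyme controls without compound and 100% = no-enzyme blanks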
KCC2 mod – modulators of human KCC2 chloride dependent transport | B-score of Tl+ flux slope (higher = more flux/activation; lower = inhibition) at 10 µM | actives 2.2% (n = 190,000) | KCC2 cells, thallium flux FluoZin-2 fluorescence | AID 1456 | Q9H2X9;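 active = thallium flux slope and its plate-corrected score both differing from the plate sample mean at a set confidence after two filtering rounds, in either direction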;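 note: slope of fluorescence scaled to starting intensity during 10 to 20 s after thallium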
Rad51 HR inh – blocks human Rad51 in homologous recombination; Q06609; hRad51 DNA strand exchange, fluorescence dequenching; inhibition, % at 10 µM; actives 0.085% (n = 200,000);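 active = inhibition above 40% at the single screening dose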;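 note: 0% = DMSO control wells and 100% = blanks with heterologous ssDNA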
Target sequence (Q06609 whole entry, looked up): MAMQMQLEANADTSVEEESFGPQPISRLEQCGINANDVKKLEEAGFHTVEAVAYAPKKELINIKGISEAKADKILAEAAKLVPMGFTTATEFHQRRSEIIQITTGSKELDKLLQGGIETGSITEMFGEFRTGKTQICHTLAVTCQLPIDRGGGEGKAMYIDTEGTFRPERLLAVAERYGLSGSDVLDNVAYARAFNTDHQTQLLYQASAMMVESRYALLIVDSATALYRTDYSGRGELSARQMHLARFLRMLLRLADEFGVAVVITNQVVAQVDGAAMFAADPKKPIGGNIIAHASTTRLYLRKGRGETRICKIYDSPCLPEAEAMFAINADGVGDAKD
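material = hRad51 filaments on single-stranded DNA | reagent = Donor/quencher-labelled 47-bp dsDNA substrate | compound = 10 µM final, single point | schedule = strand-exchange reaction 15 min at room temperature | measured by = fluorescein emission 520 nm, excitation 485 nm | read-out basis = % inhibition versus plate control and blank means | benchmarks = plate controls and plate blanks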
PERK inh – human PERK inhibition, primary cell-based screen. Q9NZJ5. CHO PERK-DD fusion, SEAP luminescence translation reporter. inhibition, % at 5.6 µM. actives 0.17% (n = 220,000);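 active = inhibition above the mean inhibition of all tested compounds plus 3 SD, set separately per screening campaign, cut at about 2.9% in these data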;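 note: PERK kinase domain activated by AP20187 dimerizer at 100 nM; 0% = DMSO with dimerizer and 100% = rapamycin at 8.4 µM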
FXIIa inh 1536 – factor XIIa (human) inhibition. AID 800. purified FXIIa, Boc-QGR-AMC fluorogenic substrate, 2 h. actives 0.3% (n = 220,000). inhibition, % at 5 µM; in the data active = inhibition above about 40%;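 note: 0% = enzyme with no compound and 100% = blank without enzyme; many of its hits are not listed in these tables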
Target sequence (P00748 20-372 limits assumed): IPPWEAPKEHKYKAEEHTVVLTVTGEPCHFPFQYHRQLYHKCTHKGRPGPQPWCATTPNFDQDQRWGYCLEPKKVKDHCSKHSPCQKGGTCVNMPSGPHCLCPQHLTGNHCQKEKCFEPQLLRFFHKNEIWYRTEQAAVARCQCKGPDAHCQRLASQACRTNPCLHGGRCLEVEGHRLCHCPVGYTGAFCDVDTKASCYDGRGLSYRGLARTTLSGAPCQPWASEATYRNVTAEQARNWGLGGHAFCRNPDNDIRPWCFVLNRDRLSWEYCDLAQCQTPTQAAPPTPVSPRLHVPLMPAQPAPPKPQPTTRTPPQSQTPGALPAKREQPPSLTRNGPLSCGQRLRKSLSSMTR
Target sequence (P00748 373-615 limits assumed): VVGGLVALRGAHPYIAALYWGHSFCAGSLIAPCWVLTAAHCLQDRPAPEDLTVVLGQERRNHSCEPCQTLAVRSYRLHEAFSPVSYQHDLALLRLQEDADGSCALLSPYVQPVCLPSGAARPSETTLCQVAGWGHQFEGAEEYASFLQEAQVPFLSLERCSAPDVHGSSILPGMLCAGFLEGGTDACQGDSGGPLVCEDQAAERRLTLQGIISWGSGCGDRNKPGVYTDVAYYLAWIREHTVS
* = called active by the depositor; . = no result given; [ ] = remark or other dose.

Furin inhibitor,KCC2 mod,thrombin 1536,FXIIa inh 1536,m-calpain inh,FXIa inh,Rad51 HR inh,PERK inh,KLK5 inh,mol
-17.4,0.0634,-11.3,3.9,-5.4,0.4,.,1.3,-2.3,CCOC(=O)C(=N/O)/C(C)=N/NC(=O)C(=O)Nc1ccc(Cl)cc1
-23.8,0.0387,-0.8,7.0,9.7,-4.8,4.6,1.6,-0.5,COc1ccc(C(=O)O)nc1C
-17.2,0.144,-8.3,-3.6,-10.8,0.9,8.8,0.9,-14.4,COc1cc(CC(=O)OCC(=O)Nc2ccc3c(c2)OCCO3)cc(OC)c1OC
-12.5,0.00688,-0.1,10.3,7.2,-1.9,-2.2,0.1,-5.4,CCOC(=O)c1c(NC(=O)CN2CCCc3ccccc32)sc(C)c1C
-31.2,-0.253,-0.1,11.5,-6.7,1.2,20.9,1.0,.,Cc1cc(N2CCN(Cc3nc(-c4ccc(F)cc4)oc3C)CC2)cc(C)n1
-30.2[20 µM],-0.86,-7.0,5.7,15.6,-8.1,1.9,0.5,13.0,CCn1c(SCC(=O)NCC2CCCO2)nnc1-c1c[nH]c2ccccc12 (centres undefined)
-14.2,-0.495,2.3,7.4,19.1,1.6,-2.9,.,2.8,CC(C)(C)OC(=O)NCCCC[C@H](NC(=O)c1nc[nH]c1C(=O)NC1CCN(C(=O)OC(C)(C)C)CC1)C(=O)OC(C)(C)C
-4.7[20 µM],-0.525,12.6,19.4,21.2,-1.2,-6.7,0.8,37.6,C/C(Cn1nc([N+](=O)[O-])cc1C)=N\NC(=O)c1ccc(O)cc1O
-22.4,-0.81,-7.6,10.2,-2.5,5.7,-4.8,1.3,-10.1,COc1ccccc1NC(=S)NCc1cccs1
-9.3[20 µM],-0.454,-2.8,1.0,5.3,4.1,-9.1,0.0,3.4,COCCn1nnnc1C(C(C)C)N1CCN(C(=O)c2ccco2)CC1 (centres undefined)

2 compounds drawn at random from the list so far:
Furin inhibitor,KCC2 mod,thrombin 1536,FXIIa inh 1536,m-calpain inh,FXIa inh,Rad51 HR inh,PERK inh,KLK5 inh,mol
-17.2,0.144,-8.3,-3.6,-10.8,0.9,8.8,0.9,-14.4,COc1cc(CC(=O)OCC(=O)Nc2ccc3c(c2)OCCO3)cc(OC)c1OC
-14.2,-0.495,2.3,7.4,19.1,1.6,-2.9,.,2.8,CC(C)(C)OC(=O)NCCCC[C@H](NC(=O)c1nc[nH]c1C(=O)NC1CCN(C(=O)OC(C)(C)C)CC1)C(=O)OC(C)(C)C

Next section.
Furin inhibitor,KCC2 mod,thrombin 1536,FXIIa inh 1536,m-calpain inh,FXIa inh,Rad51 HR inh,PERK inh,KLK5 inh,mol
-19.4,.,-3.9,3.6,-10.6,-0.5,.,0.3,9.8,CCC(=O)N1CCN(c2ccc(NC(=O)c3ccc4c(c3)OCCO4)cc2)CC1
-33.3,13*,8.3,11.6,-54.7,1.8,22.8,0.5,-7.4,COc1ccc(C(=O)NNC(=S)NC(=O)/C=C/c2cccs2)cc1
-22.1,-0.0026,-4.8,8.4,37.0,-2.5,4.4,-0.4,-4.6,CC(C)(C)OC(=O)NCCCC[C@H](NC(=O)c1nc[nH]c1C(=O)NC(c1ccccc1)c1ccccc1)C(=O)OC(C)(C)C
5.8,0.536,-15.5,8.4,3.9,3.9,-2.2,1.4,-6.5,O=C1CCCC2(O)C1C(c1cccc(Br)c1)NC(=O)N2Cc1ccccc1 (centres undefined)
-16.4,0.3,-7.4,5.4,16.2,1.6,.,-0.5,-0.2,COCCCn1c(O)c(/C=C2\N=C(C#N)C(=Nc3ccc(C)cc3)O2)sc1=S
-8.2[20 µM],-0.419,-1.3,5.4,5.0,-6.4,-2.7,0.2,-20.5,CCc1cccc(NC(=O)NC2CCCCC2)c1
-2.6,-0.914,-2.6,-2.7,15.8,-3.5,13.3,0.3,-7.2,Clc1ccccc1/C=C/c1ccnc2ccccc12
-6.7,1.22,2.5,13.5,7.5,6.2,-8.9,-0.2,13.9,CCn1c(O)c(C2=c3ccccc3=NC2=O)c2cc(Br)ccc21
-29.9,0.246,-11.1,.,12.2,-5.5,4.0,0.6,-8.0,CC(=O)Nc1ccccc1OCc1cnc(Cl)s1
-32.4[20 µM],-0.436,17.0,20.2,45.3,14.8,-5.7,-0.1,20.7,CCN(CC)c1ncnc2scc(C3COc4ccccc4O3)c12 (centres undefined)
-20.8[20 µM],0.00566,1.4,10.4,-9.9,1.9,2.4,-0.6,29.1,O=C(Nc1ccc(Cc2ccncc2)cc1)C1CCC(N2C(=O)C3C4C=CC(C4)C3C2=O)CC1 (centres undefined)
-12.6,.,0.4,18.5,-7.8,0.7,-2.2,-0.6,-12.8,O=C(C(c1ccccc1)c1ccccc1)N1CCOCC1
-21.8[20 µM],-0.764,21.6,14.2,18.3,10.4,-1.7,0.3,33.1,Cc1cccc2c(-c3ccccc3)cc(=O)[nH]c12
-11.8,-0.683,13.5,18.3,-4.8,8.7,-10.9,0.6,10.2,O=C(CSc1nnc(-c2cccc(S(=O)(=O)N3CCCC3)c2)n1-c1ccccc1)Nc1cccc(C(=O)O)c1
-21.3,-0.213,-2.4,3.0,28.6,1.2,-3.4,0.2,-0.8,Cc1onc(-c2c(F)cccc2Cl)c1C(=O)OCC(=O)NC1CC1
-15.3,-0.129,-2.9,15.5,-18.0,8.9,.,0.3,-11.3,CCOC(=O)c1c(C)[nH]c(C(=O)COC(=O)COc2ccccc2C=O)c1C
-1.4,0.685,6.2,14.7,4.5,3.9,-2.0,1.1,2.4,C=CCNC(=O)CCNS(=O)(=O)c1ccc(Br)cc1
-5.1[20 µM],0.299,2.2,4.5,13.7,7.0,-0.4,-0.3,4.9,CC(=O)C1=C(C)Nc2ncnn2C1c1ccccc1OCc1ccccc1 (centres undefined)
-13.7[20 µM],-1.68,-7.0,4.4,-6.1,-3.7,12.4,0.2,-17.9,CCCCN1C(=O)c2ccc(C(=O)Nc3cccc(C)c3C)cc2C1=O
-26.7,-0.975,0.1,6.1,21.4,2.0,-0.1,-0.7,-3.1,Cc1cc(NC(=O)CC(CN(C)S(=O)(=O)c2ccccc2)c2ccccc2)no1 (centres undefined)
-7.5,.,-0.7,10.6,-0.3,-4.2,-2.3,-0.2,-21.5,O=C(CSc1nnnn1C1CCCC1)Nc1ccc2c(c1)OCCO2
-23.5,.,5.8,15.9,15.1,7.7,-2.0,0.1,-4.9,O=C(c1ccco1)N1CCN=C1SCc1ccccc1F
-14.4[20 µM],1.08,-4.9,2.2,-37.2,-16.9,-5.2,-0.2,-6.4,CNC(=O)C1CCC(=O)N1Cc1ccc(C)cc1 (centres undefined)
-16.5[20 µM],1.14,4.3,13.5,3.5,7.8,8.8,1.8,-3.5,CC(=O)Nc1ccc(S(=O)(=O)NC2(C(F)(F)F)C(=O)Nc3c2c(=O)[nH]c(=O)n3C)cc1 (centres undefined)
-2.8,.,-6.0,12.6,-39.8,1.7,-0.7,1.1,-8.5,CC(C)OC(=O)CSc1nnc(-c2ccncc2)n1N
-20.2,-1.39,1.1,13.9,-67.5,4.7,0.3,-0.3,-5.4,C[C@@H](C(=O)Nc1ccc2ccccc2c1)[C@@H]1C[C@@]1(C)[C@@H](NC(=O)c1cnccn1)c1ccccc1
-29.3,-0.0168,.,5.1,-14.9,-1.7,-7.6,0.1,-1.3,Cn1c(=O)c2ncn(CC(=O)Nc3nc(-c4ccc(Cl)cc4)cs3)c2n(C)c1=O
-16.7[20 µM],-0.894,-0.6,14.6,-30.1,2.5,-2.9,0.4,0.8,Cc1cc(C(=O)CSc2nnc(N)s2)c(C)n1-c1c(C)n(C)n(-c2ccccc2)c1=O
-21.4,0.0124,6.5,3.9,-83.6,-2.9,20.6,0.2,0.4,CCOC(=O)N/N=C/c1c(C)c(C(=O)c2ccc(F)cc2)n2ccccc12
-22.4[20 µM],0.625,.,.,.,.,-1.7,0.0,.,C=CCOc1ccc(/C(O)=C2/C(=O)C(=O)N(CCCN3CCOCC3)C2c2ccccc2)cc1 (centres undefined)
-5.4,-1.27,0.0,8.6,16.8,1.9,-22.6,1.2,4.5,O=C(/C=C1\SC(=O)NC1=O)Nc1ccc(C(=O)O)cc1
-8.0,0.181,-3.4,3.4,-3.6,-1.2,2.5,1.1,-15.2,Cc1cc(C(=O)NCCCN2CCOCC2)n(-c2ccccc2)n1
-21.1[20 µM],0.372,-3.1,10.2,4.9,-1.5,0.1,0.5,1.8,CCOC(=O)C(NC(=O)CC)C(O)c1cccc([N+](=O)[O-])c1 (centres undefined)
-14.0,4.02,-8.5,4.7,5.2,-1.1,4.0,0.2,1.9,C=C(C)CNC(=S)Nc1sc2c(c1C(=O)OCC)CC(C)(C)OC2
-7.1[20 µM],0.195,4.9,20.9,-24.4,51.3*,-1.2,1.4,-13.0,O=C(Oc1ccc(=O)n(-c2ccccc2)n1)c1ccc(Cl)cc1
-21.4,-0.485,4.0,14.8,3.6,9.7,.,0.9,-12.2,O=C(Nc1ccccc1)Nc1ccccc1NS(=O)(=O)c1cccs1
1.0,-0.858,-2.5,-0.9,14.0,-3.7,0.7,-0.5,-6.7,CCOCCCNC(=O)C(c1ccc(Cl)cc1)N(Cc1cccs1)C(=O)c1ccccn1 (centres undefined)
-7.0[20 µM],0.588,-3.6,15.2,13.3,7.3,0.2,0.2,-7.6,CC1CCN(C(=O)Cn2cc(C#N)c3ccccc32)CC1
3.0,0.353,-9.7,11.7,3.5,-0.9,-23.6,0.4,-8.0,O=C(Cn1c(=O)sc2ccccc21)Nc1ccc(O)cc1
-21.5,.,0.5,3.0,-1.7,1.3,-4.5,-0.2,-7.4,COc1ccc(Br)cc1S(=O)(=O)N(CC(=O)N1CCOCC1)c1ccccc1
-25.5,.,-3.5,-5.7,44.4,-11.1,-4.7,-0.4,-22.1,O=C1CCCc2nc(N3CCN(Cc4ccccc4)CC3)ncc21
-0.7,-0.257,-2.6,11.3,16.8,7.4,20.8,0.1,-9.9,NC(=NCCc1ccc(Cl)cc1)NS(=O)(=O)c1ccc(F)cc1
-21.0,.,-1.8,3.7,-43.0,-0.8,2.1,0.5,-20.7,O=C(NCCCn1ccnc1)c1ccc2c(c1)OCCO2
-13.2[20 µM],0.235,1.1,10.9,-15.5,-2.5,-2.5,-0.6,-2.5,CCCS(=O)(=O)N1CCN(C(=O)COc2ccccc2)CC1
-5.0,-0.38,3.7,-8.6,-7.2,-8.6,3.2,-1.5,-16.4,Cc1ccc2cc(CN(Cc3nnnn3C3CCCCC3)CC3CCCO3)c(=O)[nH]c2c1 (centres undefined)
7.3,1.08,-4.6,8.4,-9.1,-4.4,0.8,-0.6,4.5,O=C(c1cc(-c2cccnc2)nc2ccc(Br)cc12)N1CCN(c2ncccn2)CC1
-13.5[20 µM],0.502,2.9,1.6,19.7,7.0,-5.9,-0.1,-14.4,COC(=O)c1cn(NC(=O)c2cccc(F)c2)c(=O)c2ccccc12
-2.8,-0.917,-6.2,7.6,-7.9,2.8,0.0,1.2,1.7,NS(=O)(=O)c1ccc(CCN2C(=O)/C(=C\c3ccc(Cl)cc3)SC2=S)cc1
-25.9,-0.786,-6.2,7.9,-15.2,-1.3,-2.6,1.2,0.1,CCSc1nnc(Cc2cc(=O)[nH]c(=O)[nH]2)n1-c1ccc(F)cc1

Entries above marked active in KCC2 mod:
Furin inhibitor,KCC2 mod,thrombin 1536,FXIIa inh 1536,m-calpain inh,FXIa inh,Rad51 HR inh,PERK inh,KLK5 inh,mol
-33.3,13*,8.3,11.6,-54.7,1.8,22.8,0.5,-7.4,COc1ccc(C(=O)NNC(=S)NC(=O)/C=C/c2cccs2)cc1

Source: PubChem

This is a subset. The share of hits here may be higher or lower than overall.
